# Screens deposited in PubChem BioAssay by National Center for Advancing Translational Sciences (NCATS).
# Lipid storage S3 – qHTS Assay for Lipid Storage Modulators in Drosophila S3 Cells. AID 2685. Drosophila S3 cells, BODIPY lipid droplet fluorescence, 18-24 h; cells fed with added oleic acid. lipid storage change, negative = inhibition, % at the top dose, mostly 46.1 µM; hits show Potency in µM. 320,000 tested, 0.64% active; active = well fitted inhibition curve with a large enough effect in the signal ratio, with a control signal flat, not every such curve was filed as active; inconclusive = small, poorly fitted or top-dose-only effect, or effect the other way, or a change in a side signal; the % refers to the signal ratio
#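 Drosophila S3 cells loaded with oleic acid (400 uM, as added) and compounds at several concentrations; lipid droplets imaged by 488-nm laser-scanning cytometry, 500–530 nm intensity and object ratio to cell channel. Percent activity normalized to 20 uM Triacsin C.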
# Lipid storage S3 cell count max – second read-out of Lipid storage S3, no call of its own (marks repeat the call); cell number change, %; measured here: cell count max response;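 cells counted by Cell Tracker Red CMTPX staining in the red channel; peak over a dose series mostly up to 46.1 µM; percent activity relative to internal control wells on each plate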
# Active calls of the source: *; i = inactive; u = inconclusive; x = no result given; & = joins results of further samples; [ ] = another dose, or the depositor's remark. % is scaled to controls: 0 for no effect and ±100 for the full control effect; potency is read from the fitted curve at half-maximal effect. An excerpt (hit frequency here may not be typical).
SMILES,Lipid storage S3,Lipid storage S3 cell count max
O=C(/C=C/c1ccccc1)N(Cc1cccs1)C1CCS(=O)(=O)C1 (stereo not given),5%,11
COC(=O)C1=C(C)Nc2sc(C(N)=O)c(N)c2C1c1ccncc1 (stereo not given),u,x
Cc1ccc(N2CCN(S(=O)(=O)c3c(C)noc3C)CC2C)cc1 (stereo not given),u,x
CCOc1c(C=C(C#N)C#N)c2ccccc2n1CC,14%,-30
CCCCN=C(N)/C(C(=O)OCC)=C(\O)c1ccc(OC)cc1,u,x
Cc1cc(C)n2ncc(C(=O)NC3CCCCC3)c2n1,23%,x
Cc1ccc(CONC(=O)c2ccc(OC(F)F)cc2)cc1,u,x
Cc1cc(=O)oc2c1c(C)nn2-c1ccc(Cl)cc1,u,x
O=C(Nc1ccc(Cl)cc1)C(c1ccccc1)N1CCOCC1 (stereo not given),u,x
COC(=O)C1=C(C)OC(N)=C(C#N)C1c1cccnc1 (stereo not given),u,x
COc1cccc(C(=O)Nc2ccc3c(c2)C(=O)N(CC2CCCO2)C3=O)c1 (stereo not given),u,x
CC1=NN(c2ccc(C(=O)O)cc2)C(=O)CC1,i,8
CC[C@H](C)[C@H](NC(N)=O)C(=O)Nc1ccc(OC)c(Cl)c1,u,x
COc1ccc(NC(=O)C2CCC(C(C)(C)C)CC2)cc1S(=O)(=O)N1CCCCC1 (stereo not given),u,x
CCOC(=O)c1c(NC(=O)CSc2nnnn2C)sc(C(=O)N(C)C)c1C,u,x
CCOC(=O)COc1cc2c3c(c(=O)oc2cc1C)CCCC3,u,x
Cc1cc2cc(CCNC(=O)CCc3ccccc3)c(=O)[nH]c2cc1C,u,x
COc1ccc(OC)c(C(=O)COC(=O)c2cccnc2Cl)c1,u,x
COc1ccc(S(=O)(=O)Cc2ccc(C(=O)NCCCN(C)c3ccccc3)o2)cc1,u,x
Cc1ccc(NC(=O)C2=CCN(S(=O)(=O)c3ccc(F)cc3)CC2)c(C)c1,1%,-8
CCOCCCNS(=O)(=O)Cc1ccccc1,u,x
COc1ccccc1CNN,-4%,-17
O=C(O)CCC(=O)Nc1ccc(C(=O)OC2CCCCC2)cc1,u,x
O=C(CCNc1ccc(Cc2ccncc2)cc1)c1cccc([N+](=O)[O-])c1,0%,16
Cn1nc([N+](=O)[O-])nc1S(C)(=O)=O,u,x

# Random excerpt: 2 entries already listed.
SMILES,Lipid storage S3,Lipid storage S3 cell count max
COc1ccc(S(=O)(=O)Cc2ccc(C(=O)NCCCN(C)c3ccccc3)o2)cc1,u,x
CC1=NN(c2ccc(C(=O)O)cc2)C(=O)CC1,i,8

# Carrying on:
SMILES,Lipid storage S3,Lipid storage S3 cell count max
CCOC(=O)C1(CCCc2ccccc2)CCN(C(=O)Cn2nc(C)nc2C)CC1,u,x
Cc1c(Cl)c(C(=O)NNC(=S)Nc2ccc(F)cc2)nn1C,0%,-1
Cc1ccc(CSCc2nnc(SCC(=O)N3CCN(c4ccccc4)CC3)n2C)cc1,i,x
COc1ccc(S(=O)(=O)Nc2nnc(C)s2)cc1,i,-6
O=C(CCN1C(=O)/C(=C/c2ccccc2)SC1=S)NCCc1ccc(O)cc1,u,x
CC(C)Nc1oc(-c2cccc3ccccc23)nc1C#N,u,x
O=C(/C(=C(\[O-])c1ccccc1)[n+]1ccc2ccccc2c1)c1ccccc1,u,x
O=C(CC(C(=O)O)c1ccc(Cl)cc1)c1ccccc1 (stereo not given),u,x
Cc1ccc(CNC(=O)c2cn(C)c(=O)c3c2c2ccccc2n3C)o1,u,x
COC(=O)c1c(C)oc2ccc(N(C(=O)c3ccncc3)S(=O)(=O)c3ccc4ccccc4c3)cc12,u,x
CN(C)CCN(C(=O)CN1C(=O)c2ccccc2C1=O)c1nc2cc3c(cc2s1)OCCO3,u,x
CCCCCCCC(=O)N/N=C/c1ccco1,7%,-9
COc1ccc(C(=O)NCCN2CCCC2)cc1[N+](=O)[O-],u,x
O=C(Nc1ccc2c(c1)OCO2)N1CCN(c2ncc(C(F)(F)F)cc2Cl)CC1,u,x
Cc1ccc(NC(=O)CN2C(=O)S/C(=C\c3ccc(C(=O)O)cc3)C2=O)cc1,u,x
C/C(=N/NC(=O)Cc1cccs1)c1ccco1,5%,8
CC(C)(C)N(Cc1ccccc1)C(=O)COC(=O)c1ccc(Br)o1,15%,-7
O=C1C2=C(C(=O)c3ccccc31)C1O[C@](CCCCN3C(=O)c4ccccc4C3=O)(Cc3ccccc31)O2,-3%[9.22 µM],5
CCOC(=O)c1cc(NC(=O)c2ccc(Cl)cc2)c(=O)oc1-c1ccccc1,u,x
C[C@]12CCC(=O)C[C@@H]1CC[C@@H]1[C@@H]2CC[C@]2(C)C=CC[C@@H]12,u,x
COc1ccc(NC(=O)[C@H](NC(=O)[C@@H]2Cc3ccccc3CN2)c2ccccc2)cc1,21%,6
COc1ccc(C(OC(=O)c2ccco2)C(=O)NC2CCCCC2)cc1OC (stereo not given),u,x
Cc1cc(C)nc(NC(=O)c2cccs2)c1,2%,-3
O=C(CCc1ccccc1)Nc1cccc([N+](=O)[O-])c1,u,x
COc1ccccc1NC(=S)N/N=C/c1cccc(C)c1,u,x

# Remaining list, next part:
SMILES,Lipid storage S3,Lipid storage S3 cell count max
O=C(CS(=O)(=O)Cc1ccccc1)N1CCc2ccccc21,u,x
COc1ccccc1CNC(=O)N1CCN(c2ccccc2)CC1,u,x
Cc1ccc(C(=O)Nn2c(N)c(S(=O)(=O)c3ccc(C)cc3)c3nc4ccccc4nc32)cc1,u,x
COc1ccc(/C=C/C(=O)Nc2ccc(S(=O)(=O)Nc3onc(C)c3C)cc2)cc1OC,u,x
C=CCC1S/C(=N/N=C/c2cccs2)NC1=O (stereo not given),3%,5
N/C(=N\c1nc2ccccc2o1)NC(=O)c1ccccc1,u,x
CCCn1c(=O)c(C(=O)Nc2cccc(C)n2)c(O)c2ccccc21,u,x
CNC(=O)CCCCC(=O)N/N=C/c1ccc(Cl)cc1Cl,u,x
COc1cccc(C(=O)N(Cc2ccc3c(c2)OCO3)Cc2nc3ccccc3c(=O)[nH]2)c1,u,x
CCC1=Nc2cc(C(=O)NCCCOC(C)C)ccc2Sc2ccccc21,u,x
O=C(NCC1CCCO1)Nc1cccc(Cl)c1 (stereo not given),4%,0
Cc1ccc(C(=O)Cn2nnc(-c3cccs3)n2)cc1,u,x
CCc1nnc(NC(=O)CSc2nc3[nH]ncc3c(=O)[nH]2)s1,u,x
O=C1C(Br)=Cc2cccc3cccc1c23,7%,3
CCn1cnc2c([N+](=O)[O-])c(NS(=O)(=O)c3ccc(C)cc3)ccc21,u,x
CN1CCN(CCCN2c3ccccc3Sc3ccc(Cl)cc32)CC1,u,3&2
CCCCc1nnc(NC(=O)c2oc3ccccc3c2C)s1,-4%[0.0737 µM],x
CCOc1ccccc1-n1nnnc1SC(C)C(=O)OC (stereo not given),-7%,14
CC(Oc1ccccc1)C(=O)Nc1ccc(C(N)=O)cc1 (stereo not given),u,x
CC(C)OCCCNc1ccc(N2C(=O)CCCC2=O)cc1[N+](=O)[O-],u,x
CCN(c1ccccc1)S(=O)(=O)c1ccc(C(C(=O)OC)C(=O)OC)c([N+](=O)[O-])c1,u,x
CO/N=C(/C)CCS(=O)(=O)c1ccccc1,u,x
COc1ccc(NC(=O)CN(C)C(=O)c2cccc(Oc3ccccc3)c2)cc1,6%,5
COC(=O)c1sc(S(=O)(=O)Nc2c(C)nn(C)c2C)c(C(=O)OC)c1C,u,x
COc1ccc(NC(=O)Nc2ccccc2C)c(OC)c1,u,x

# Next results:
SMILES,Lipid storage S3,Lipid storage S3 cell count max
Cc1ccc(SC[C@H](C)CN2CC[C@H](C(C)(C)C)CCC2=O)cc1,-60%,-29
COC(=O)Nc1sc2c(c1C(N)=O)CCC(C)C2 (stereo not given),19%,8
O=C(CNS(=O)(=O)c1ccc(Br)cc1Cl)OCC(=O)N1CCCC1=O,u,x
C=CC#CC1(O)CC(C)[N+](C)(C)CC1C (stereo not given),u,x
Cc1ccc(OCC(O)CN2CCOCC2)c(C)c1 (stereo not given),u,x
Cc1ccc(S(=O)(=O)N(C)C)cc1NC(=S)NCCc1ccccn1,14%,-18
COc1ccc(NC(=O)CSc2n[nH]c(N)n2)cc1OC,u,x
CCOc1ccc(/C=C2/C(=O)N(c3ccc(OC)cc3)C(=S)N2CC(=O)OC)cc1OCC,-4%,-8
CCCNCC(O)COc1ccccc1C(=O)CCc1ccccc1 (stereo not given),-9%,-12
O=C(NCc1ccc(F)cc1)C1CCCN(C(=O)NCc2ccccc2)C1 (stereo not given),u,x
CCOC(=O)C1(Cc2ccccc2)CCN(Cc2cccc3nccnc23)CC1,u,x
COc1ccc(NC(=O)c2cc(S(=O)(=O)N(Cc3ccccc3)c3ccccc3)ccc2Cl)cn1,u,x
CC(=O)OC(Cn1ccnc1)c1ccccc1 (stereo not given),12%,9
CN1CCC(N(C)C(=O)Cc2ccccc2[N+](=O)[O-])CC1,u,x
CNC(=O)CCCc1nc(-c2ccccc2Cl)no1,0%,26
O=C(COc1cc(Cl)ccc1Cl)Nc1ccc2c(c1)CCC2,u,x
CCCc1nnc(SCC(=O)N2CCCCC2C)n1CC1CCCO1 (stereo not given),10%,-1
CCOc1ccc(N(CC(=O)NCCSc2ccccn2)S(=O)(=O)c2ccc(Cl)cc2)cc1,i,x
CCN(CC)S(=O)(=O)c1cc(NC(=O)c2ccc(Br)s2)ccc1C,7%[9.22 µM],26
C[n+]1ccn(CC(=O)c2ccc(Cl)cc2)c1,-20%,-15
COc1ccc(C)cc1NC(=O)CN(C)S(=O)(=O)c1cccs1,u,x
COc1cccc(N(C(=O)C2CSC(=O)C2)C(C(=O)NC(C)(C)C)c2ccncc2)c1 (stereo not given),14%,9
COc1cc2ccc(=O)oc2c(O)c1OCC=C(C)C,-6%,3
CC1CCN(C(=O)CSc2nc3[nH]ncc3c(=O)[nH]2)CC1,13%,-4
Cn1c(SCC(=O)N2CCCc3ccccc32)nnc1-c1ccccc1,u,x

# More records:
SMILES,Lipid storage S3,Lipid storage S3 cell count max
CC1CC(C)CN(C(=O)CCC(=O)Nc2nnc(C(C)C)s2)C1 (stereo not given),u,x
COc1cc(OC)cc(-c2n[nH]c(=S)n2-c2ccc3c(c2)OCCO3)c1,u,x
Cc1ccc(COc2coc(CO)cc2=O)cc1,-1%,-22
CC(=O)Nc1ccc(C(=O)N2CC(=O)NC(=O)C2)cc1,u,x
COC(=O)c1ccccc1NC(=O)CN1CCC(NC(=O)c2ccc(C)cc2)CC1,i,20
CCOC(=O)C1(Cc2ccccc2)CCCN(C(=O)c2ccc(-n3ccnc3)cc2)C1 (stereo not given),i,-10
O=C(CNS(=O)(=O)c1ccc(F)cc1)N1CCN(c2ccccc2)CC1,i,-21
CN(C)C(CNC(=O)Cc1ccc([N+](=O)[O-])cc1)c1ccccc1 (stereo not given),1%,6
Fc1ccc(/C=N/NC2=Nc3cccc4cccc2c34)cc1,u,x
NC(=O)c1c(NC(=O)Cn2nc(C(=O)O)c3ccccc3c2=O)sc2c1CCC2,1%,7
COc1ccc(-c2nc(CS(=O)CC(=O)NC3CCCCC3C)c(C)o2)cc1OC (stereo not given),i,-13
O=C(O)CCCn1cc(NC(=O)COc2ccccc2F)cn1,u,x
Cc1ccc(-c2c[n+](CC(=O)N3c4ccccc4Sc4ccccc43)c3n2CCC3)cc1,u,x
CCOC(=O)Cc1csc(NC(=O)Nc2ccc(C)cc2)n1,5%,-4
Cn1c(=O)c2c(nc(N/N=C/c3ccc(OC(=O)c4ccco4)cc3)n2Cc2ccccc2Cl)n(C)c1=O,u,x
COCCSc1ccccc1C(=O)Nc1cc(C)cc(C)c1,u,x
CCOCCOC(=O)c1cccc(NC(=O)OCC)c1,u,x
CC1=NN(S(=O)(=O)c2ccc(Cl)cc2Cl)C(=O)c2ccccc2O1,12%,-1
CS(=O)(=O)N1CCN(S(=O)(=O)c2ccccc2[N+](=O)[O-])CC1,16%,0
O=C1OC(Nc2ccc(F)cc2F)c2ccccc21 (stereo not given),u,x
O=C(O)c1cccc(NC(=S)NC(NC(=O)c2cccc([N+](=O)[O-])c2)C(Cl)(Cl)Cl)c1 (stereo not given),-7%,-10
CCOC(=O)c1ccccc1NC1CC(=O)N(c2ccccc2C)C1=O (stereo not given),i,1
COCCN(C(=O)CSc1nnc(C)n1Cc1ccccc1)c1c(N)n(Cc2ccccc2)c(=O)[nH]c1=O,-7%,1
Oc1ccc(Nc2ncnc3c2oc2ccccc23)cc1,u,x

# Of the compounds above, these have two or more sulfur atoms:
SMILES,Lipid storage S3,Lipid storage S3 cell count max
O=C(/C=C/c1ccccc1)N(Cc1cccs1)C1CCS(=O)(=O)C1 (stereo not given),5%,11
CCOC(=O)c1c(NC(=O)CSc2nnnn2C)sc(C(=O)N(C)C)c1C,u,x
Cc1ccc(CSCc2nnc(SCC(=O)N3CCN(c4ccccc4)CC3)n2C)cc1,i,x
COc1ccc(S(=O)(=O)Nc2nnc(C)s2)cc1,i,-6
O=C(CCN1C(=O)/C(=C/c2ccccc2)SC1=S)NCCc1ccc(O)cc1,u,x
C=CCC1S/C(=N/N=C/c2cccs2)NC1=O (stereo not given),3%,5
CCc1nnc(NC(=O)CSc2nc3[nH]ncc3c(=O)[nH]2)s1,u,x
COC(=O)c1sc(S(=O)(=O)Nc2c(C)nn(C)c2C)c(C(=O)OC)c1C,u,x
Cc1ccc(S(=O)(=O)N(C)C)cc1NC(=S)NCCc1ccccn1,14%,-18
CCOc1ccc(N(CC(=O)NCCSc2ccccn2)S(=O)(=O)c2ccc(Cl)cc2)cc1,i,x
CCN(CC)S(=O)(=O)c1cc(NC(=O)c2ccc(Br)s2)ccc1C,7%[9.22 µM],26
COc1ccc(C)cc1NC(=O)CN(C)S(=O)(=O)c1cccs1,u,x
CS(=O)(=O)N1CCN(S(=O)(=O)c2ccccc2[N+](=O)[O-])CC1,16%,0
